# GRK2 aptamer HTS: blocks RNA aptamer binding to human GRK2; AID 488847; bead flow cytometry, FAM-aptamer displacement from GRK2; inhibition of aptamer binding, % at 10 µM; actives 0.59% (n = 330,000); P25098;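 active = inhibition of aptamer binding above 40%, roughly 3 SD of noise, on plates passing a quality check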;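 also: median bead fluorescence of bound FAM aptamer so fluorescent compounds give negative values; no value below 0 was filed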
# MEP2 TOR yeast: alters MEP2-GFP fluorescence in TOR pathway yeast screen. S. cerevisiae MEP2-GFP strain, flow cytometry GFP, 3 h; 100% = DMSO control level. GFP response vs DMSO, % at 10 µM. actives 0.51% (n = 330,000);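 active = GFP response versus DMSO above a set limit, roughly screen mean plus 3 SD, cut at about 180% in these data; inconclusive = fewer than 70 cells counted for a yeast strain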;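 also: median GFP fluorescence of the barcode-gated MEP2-GFP cells per well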
# CIT2 TOR yeast: modulators of TOR pathway CIT2-GFP in S. cerevisiae. actives 0.065% (n = 320,000). GFP response vs DMSO, % at 10 µM. S. cerevisiae CIT2-GFP strain, flow cytometry, 3 h; 100 means same as DMSO wells;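 active = GFP response relative to DMSO above a set limit, near the screen mean plus 3 SD, cut at about 150% in these data; inconclusive = Fewer than 70 cells measured for a yeast strain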;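 also: ratio of well median GFP fluorescence to mean of DMSO wells on the plate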
# RPL19A-GFP yeast: yeast TOR pathway RPL19A-GFP modulation | S. cerevisiae RPL19A-GFP strain, flow cytometry, 3 h; hits give low values | percent response vs DMSO, % at 10 µM | actives 0.3% (n = 330,000);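 active = percent response vs DMSO below 50%; inconclusive = fewer than 70 events counted for the yeast strain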;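 also: median channel GFP fluorescence of the barcoded RPL19A-GFP strain; ratio of sample median GFP to plate DMSO average so 100% = DMSO; lower means less RPL19A-GFP as with rapamycin TOR inhibition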
# LAP4-GFP MLPCN: modulators of TOR pathway LAP4-GFP in S. cerevisiae | actives 0.34% (n = 320,000) | S. cerevisiae LAP4-GFP multiplex, flow cytometry GFP, 3 h; median GFP as percent of DMSO wells | GFP response vs DMSO, % at 10 µM;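 active = GFP response vs DMSO above a set limit, about the screen mean plus 3 SD, cut at about 150% in these data; inconclusive = under 70 cell events counted for the yeast strain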
# VLA-4 inh: inhibition in a human VLA-4 binding assay. P13612. VLA-4 expressing cells, ligand binding flow cytometry. inhibition, % (about 7 µM as worked out from the volumes in the protocol). actives 0.2% (n = 330,000). AID 2557; in the data active = inhibition above about 50%
# Target sequence (P13612 whole entry, looked up): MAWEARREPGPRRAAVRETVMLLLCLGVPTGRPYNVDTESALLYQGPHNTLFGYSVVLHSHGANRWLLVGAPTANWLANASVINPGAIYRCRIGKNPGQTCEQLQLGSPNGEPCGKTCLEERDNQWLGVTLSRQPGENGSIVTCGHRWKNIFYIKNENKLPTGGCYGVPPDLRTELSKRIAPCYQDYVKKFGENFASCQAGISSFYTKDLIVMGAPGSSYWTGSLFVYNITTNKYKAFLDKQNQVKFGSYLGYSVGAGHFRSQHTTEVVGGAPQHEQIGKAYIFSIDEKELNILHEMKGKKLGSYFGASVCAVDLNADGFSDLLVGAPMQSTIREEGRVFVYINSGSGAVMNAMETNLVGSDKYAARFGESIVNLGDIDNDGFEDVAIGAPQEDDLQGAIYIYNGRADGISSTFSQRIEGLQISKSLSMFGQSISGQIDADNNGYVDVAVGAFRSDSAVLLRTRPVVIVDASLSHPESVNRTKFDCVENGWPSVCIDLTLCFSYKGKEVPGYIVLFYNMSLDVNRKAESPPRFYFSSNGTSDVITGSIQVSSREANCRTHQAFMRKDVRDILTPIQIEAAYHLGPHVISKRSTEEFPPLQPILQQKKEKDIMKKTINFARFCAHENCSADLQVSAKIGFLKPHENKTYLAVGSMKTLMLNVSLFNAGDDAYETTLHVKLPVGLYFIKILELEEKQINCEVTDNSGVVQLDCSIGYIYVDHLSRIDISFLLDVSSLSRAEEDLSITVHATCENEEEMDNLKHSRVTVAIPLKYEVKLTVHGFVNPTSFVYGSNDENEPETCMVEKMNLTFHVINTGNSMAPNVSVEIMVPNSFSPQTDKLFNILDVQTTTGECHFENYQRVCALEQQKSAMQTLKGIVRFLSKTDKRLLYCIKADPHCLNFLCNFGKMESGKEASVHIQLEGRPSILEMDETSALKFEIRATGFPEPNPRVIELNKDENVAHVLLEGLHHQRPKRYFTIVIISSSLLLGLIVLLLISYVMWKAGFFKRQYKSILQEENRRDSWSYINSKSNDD
# JMJD2C inh: blocks human GASC-1 demethylase activity; GST-JMJD2C(1-420) H3K9me3 demethylation, DELFIA europium; actives 0.069% (n = 330,000); Q9H3R0; inhibition, % at 2.35 µM;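 active = more than half of a compound's replicate wells show inhibition beyond 50%, single wells judged on their own value; inconclusive = some, but no more than half, of replicates pass 50% inhibition; inactive = no replicate passes 50% inhibition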;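 also: signal counts dimethyl H3K9 product captured on neutravidin plate; 0% = median of DMSO wells and 100% = 0.3 times that DMSO median; strong numbers were not always called active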
# AGP1 TOR yeast: modulators of TOR pathway AGP1-GFP in S. cerevisiae | S. cerevisiae AGP1-GFP multiplex flow cytometry, 3 h; GFP as percent of DMSO wells | GFP response vs DMSO, % at 10 µM | actives 0.02% (n = 320,000) | AID 2066;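 active = GFP response relative to DMSO above a set limit, near screen average plus 3 SD, cut at about 150% in these data; inconclusive = fewer than 70 cells counted for the yeast strain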;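 also: median GFP channel fluorescence of the gated AGP1 strain per well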
# Active calls of the source: *; ? = inconclusive; . = no result given; [ ] = dose if it differs, or a comment.
SMILES,GRK2 aptamer HTS,MEP2 TOR yeast,CIT2 TOR yeast,RPL19A-GFP yeast,LAP4-GFP MLPCN,VLA-4 inh,JMJD2C inh,AGP1 TOR yeast
CN(C)c1cccc(C(=O)OCCNC(=O)c2cccc(S(=O)(=O)N3CCOCC3)c2)c1,5,98,91,99,108,4,-1,99
CCOc1ccc(Cn2nnc(C(=O)Nc3ccc(OC)cc3OC)c2N)cc1,0,104,99,99,102,32,5,103
Cc1c(CN2CCN(CC(C)C)C(CCO)C2)[nH]c2ccc(Cl)cc12 (stereo not drawn),0,103,97,98,93,0,-5,96
NC(=O)C1CCCN(CCc2ccccc2)C1 (stereo not drawn),0,97,93,94,93,4,3,99
CCCCNS(=O)(=O)c1ccc(NC(=O)Cc2ccccc2[N+](=O)[O-])cc1,0,90,91,96,92,-10,-17,95
CC(C)c1ccc(-c2nn[nH]n2)cc1,3,95,85,100,96,-3,-3,98
CC(=O)/C(C#N)=C1\NC(=O)C(Cc2ccccc2)S1 (stereo not drawn),0,100,96,99,97,-7,7,97
COc1ccc(Cc2nnc(SCC(=O)NCc3ccco3)o2)cc1,3,103,97,106,121,-9,-8,110
CC1CCCC(NC(=O)COC(=O)/C=C/c2ccc3c(c2)OCO3)C1C (stereo not drawn),2,103,98,104,100,16,2,102
N#Cc1c(NC(=O)c2ccc(Cn3cc(Br)cn3)o2)sc2c1CCCCCC2,2,98,99,.,95,2,-4,103
Cc1ccc(C(=O)Nc2cc(C)nn2CCC#N)cc1,0,103,100,106,93,-4,-9,104
O=C(NCc1ccccc1)C1=C[C@H](c2csc3ccccc23)C[C@H](OCc2ccc(CO)cc2)O1,2,101,85,99,105,9,0,102
CC12CN3CC(C)(CN(C1)C3c1ccc3ccccc3c1O)C2=O (stereo not drawn),0,90,100,101,87,4,45,92
O=C(O)CNC(=O)c1ccc(Sc2ccccc2)c([N+](=O)[O-])c1,0,103,105,96,96,13,-20,96
COc1ccc2[nH]c(C(=O)NCCN3CCOCC3)cc2c1,7,100,106,97,114,17,-1,106
COc1ccc(NC(=O)CN2C(=O)CSc3ccc(S(=O)(=O)N4CCCC4)cc32)cc1OC,3,95,102,96,102,4,4,105
CCOc1ccc(NC(=O)c2nn(-c3ccc(OC)cc3OC)c(=O)c3ccccc23)cc1,5,108,99,109,103,3,-1,99
C=CCN1C(=O)c2ccc(C(=O)N3CCN(S(=O)(=O)c4cc(C)ccc4C)CC3)cc2C1=O,4,101,83,95,109,4,-6,99
Cc1cc(NC(=O)CCCC(=O)Nc2ccc(F)cc2)no1,5,102,86,98,97,-7,16,98
CN(C)c1ccc(C#Cc2ccc3cc(CCO)oc(=O)c3c2)cc1,0,120,106,83,76,-35,8,91
CC(C)(C)NC(=O)CC1C[C@H](C(=O)N2CCOCC2)[C@@]2(CCC3CCCC3)c3[nH]c4ccccc4c3CCN2C1=O (stereo partly drawn),2,99,84,85,84,29,-4,87
O=C1N=C(N2CCN(c3ccccc3)CC2)S/C1=C/c1ccco1,3,90,103,94,125,0,0,108
COc1ccc([N+](=O)[O-])cc1Nc1ncnc2ccccc12,0,94,94,97,100,-44,-4,99
COCCn1nnnc1CN1CCN(C(=O)c2ccco2)CC1,0,105,103,101,113,3,-10,103

# Compounds above with a furan ring, fused or not, in the order listed:
SMILES,GRK2 aptamer HTS,MEP2 TOR yeast,CIT2 TOR yeast,RPL19A-GFP yeast,LAP4-GFP MLPCN,VLA-4 inh,JMJD2C inh,AGP1 TOR yeast
COc1ccc(Cc2nnc(SCC(=O)NCc3ccco3)o2)cc1,3,103,97,106,121,-9,-8,110
N#Cc1c(NC(=O)c2ccc(Cn3cc(Br)cn3)o2)sc2c1CCCCCC2,2,98,99,.,95,2,-4,103
O=C1N=C(N2CCN(c3ccccc3)CC2)S/C1=C/c1ccco1,3,90,103,94,125,0,0,108
COCCn1nnnc1CN1CCN(C(=O)c2ccco2)CC1,0,105,103,101,113,3,-10,103

# (further entries)
SMILES,GRK2 aptamer HTS,MEP2 TOR yeast,CIT2 TOR yeast,RPL19A-GFP yeast,LAP4-GFP MLPCN,VLA-4 inh,JMJD2C inh,AGP1 TOR yeast
N#Cc1ccc(C23CC4(C2)[C@H](CN(Cc2ccc(-c5ccccc5)cc2)[C@@H]4c2ccccc2)C3c2ccc(C(F)(F)F)cc2)cc1 (stereo partly drawn),12,90,68,94,113,-33,0,81
Cc1cccc(NC(=S)NC23CN4CN(CN(C4)C2)C3)c1C,0,66,91,99,106,0,2,80
COc1ccc(CCn2c(S)nc3ccccc3c2=O)cc1,29,89,98,99,96,5,-23,96
CC(Oc1ccc(Cl)cc1Cl)C(=O)NCCC1=CCCCC1 (stereo not drawn),6,102,113,104,94,2,2,107
CC(O)c1nc2ccccc2n1C/C=C/c1ccccc1 (stereo not drawn),0,103,109,102,100,2,1,104
Cc1cccc(C)c1NC(=O)CSc1nnc(NC(=O)CN2CCOCC2)s1,0,94,85,98,95,0,4,98
CCOC(=O)C1CCN(C(=O)CN(c2ccc3c(c2)OCCO3)S(=O)(=O)c2ccccc2)CC1,0,92,83,89,95,19,-5,94
O=C1NCCN1Cc1cccc(Cl)c1,0,109,115,103,108,9,-1,112
CCc1c(C)nc(N2CCN(c3ccc(Cl)cc3)CC2)[nH]c1=O,1,113,103,106,95,-4,-9,108
Cc1ccc(C(=O)N/C(=C\c2ccco2)C(=O)NCCCn2ccnc2)cc1,0,97,90,95,92,3,-25,98
CN(c1nc(-c2ccccc2)cs1)C1CCS(=O)(=O)C1 (stereo not drawn),1,103,102,97,103,-2,17,105
CC(C)CCOC(=O)C(C)Sc1n[nH]c(=O)[nH]c1=O (stereo not drawn),3,112,110,102,104,5,-11,118
C=CCNC(=O)NC(=O)COC(=O)c1ccccc1Sc1ccc(C(F)(F)F)cc1[N+](=O)[O-],0,110,104,103,95,6,-5,101
CC(=O)c1cc(Cl)ccc1OC(=O)c1ccco1,4,96,98,97,101,-14,12,94
COc1ccc(OCC(=O)Nc2ccc(C)cc2)cc1,0,99,99,100,97,-17,-1,99
Cn1nc(C(=O)NCC2COc3ccccc3O2)c2ccccc2c1=O (stereo not drawn),3,103,83,97,109,6,11,96
COc1ccccc1CNC(=O)COc1ccc(S(=O)(=O)N2CCCC2)cc1,0,96,96,97,91,18,0,93
COc1ccc(CN(C(=O)CSc2nnc(-c3ccccc3C)o2)c2ccc(F)cc2)cc1,4,99,106,97,101,10,-7,102
CC(NC(=O)COC(=O)COc1ccc(C(=O)c2ccccc2)cc1)c1ccccc1 (stereo not drawn),0,126,105,101,109,-6,3,103
CCOc1cc(NC(=S)NC)c(OCC)cc1NC(=O)c1cccs1,0,112,103,103,105,6,-23,100
O=C(O)c1ccccc1SCc1nc2ccccn2c1Br,0,95,98,98,104,-1,-3,105
COC(=O)c1c(N)n(-c2ccc(NC(C)=O)cc2)c2nc3ccccc3nc12,0,365*[may fluoresce violet],?,42*[may fluoresce violet],85[may fluoresce violet],-1,5,?
CCOc1ccccc1C(=O)n1nc2nc(C)cc(C)c2c1N,3,106,96,96,107,9,4,100
COC(=O)c1ccc(NC(=O)C2CC(=O)OC2c2ccccc2)cc1 (stereo not drawn),0,103,.,103,.,-1,-22,.
CN(C)c1oc(-c2ccco2)nc1C#N,3,101,97,97,93,-4,6,92
O=C(NC(=S)Nc1ccccn1)c1cc(-c2ccccc2)nc2ccccc12,0,99,100,102,99,4,0,102
CC(C)(C)CN1C(=O)C(=O)NC[C@@H]1Cc1ccc(O)cc1,4,94,82,102,100,9,6,88
Cc1cc2c(=O)n(CC(=O)NCC(=O)N3CCN(Cc4ccccc4)CC3)cnc2s1,0,94,93,102,97,-14,-1,97
COC(=O)c1sc(NC(=S)NC(=O)c2ccccc2C)nc1C,2,113,102,101,119,0,-7,104
Cc1cccc(-n2cnc(C(=O)N/N=C\c3ccc(Br)cc3)c2)n1,0,107,94,102,96,-3,-7,103
Cc1ccc(OCCNC(=O)CCc2nc3sc4c(c3c(=O)[nH]2)CCCC4)cc1,2,105,110,108,91,1,5,106
Cc1c(N(C)S(=O)(=O)c2cccc(C(=O)NC(C)C)c2)c(=O)n(-c2ccccc2)n1C,0,102,97,101,103,-13,-2,99
CN(C)CCN(Cc1cc2cc3c(cc2[nH]c1=O)OCCO3)C(=S)NCC1CCCO1 (stereo not drawn),2,114,121,114,115,-1,-5,128
Cc1cccc(NC(=O)c2nc[nH]c2C(=O)NCCCNC(=O)c2[nH]cnc2C(=O)Nc2cccc(C)c2)c1,3,91,74,99,75,-9,-5,77
CC(=O)c1ccc(S(=O)(=O)Nc2cccc(-n3cnnn3)c2)cc1,34,90,101,98,96,7,20,102
OC(COc1ccc(CNCCc2ccccc2F)cc1)CN1CCCCC1 (stereo not drawn),0,97,87,97,101,14,1,96

# Laid out differently: entries from further up.
GRK2 aptamer HTS | MEP2 TOR yeast | CIT2 TOR yeast | RPL19A-GFP yeast | LAP4-GFP MLPCN | VLA-4 inh | JMJD2C inh | AGP1 TOR yeast | Compound
0 | 99 | 100 | 102 | 99 | 4 | 0 | 102 | O=C(NC(=S)Nc1ccccn1)c1cc(-c2ccccc2)nc2ccccc12
0 | 102 | 97 | 101 | 103 | -13 | -2 | 99 | Cc1c(N(C)S(=O)(=O)c2cccc(C(=O)NC(C)C)c2)c(=O)n(-c2ccccc2)n1C
2 | 113 | 102 | 101 | 119 | 0 | -7 | 104 | COC(=O)c1sc(NC(=S)NC(=O)c2ccccc2C)nc1C
0 | 94 | 93 | 102 | 97 | -14 | -1 | 97 | Cc1cc2c(=O)n(CC(=O)NCC(=O)N3CCN(Cc4ccccc4)CC3)cnc2s1

# 4 compounds already listed, ordered by heavy-atom count, highest first:
SMILES,GRK2 aptamer HTS,MEP2 TOR yeast,CIT2 TOR yeast,RPL19A-GFP yeast,LAP4-GFP MLPCN,VLA-4 inh,JMJD2C inh,AGP1 TOR yeast
Cc1cccc(NC(=O)c2nc[nH]c2C(=O)NCCCNC(=O)c2[nH]cnc2C(=O)Nc2cccc(C)c2)c1,3,91,74,99,75,-9,-5,77
O=C(NC(=S)Nc1ccccn1)c1cc(-c2ccccc2)nc2ccccc12,0,99,100,102,99,4,0,102
COC(=O)c1sc(NC(=S)NC(=O)c2ccccc2C)nc1C,2,113,102,101,119,0,-7,104
CN(C)c1oc(-c2ccco2)nc1C#N,3,101,97,97,93,-4,6,92

# Other structures:
SMILES,GRK2 aptamer HTS,MEP2 TOR yeast,CIT2 TOR yeast,RPL19A-GFP yeast,LAP4-GFP MLPCN,VLA-4 inh,JMJD2C inh,AGP1 TOR yeast
CCN(CC)S(=O)(=O)c1ccc2c(c1)c(=O)c(C(=O)N1CCN(c3ccccn3)CC1)cn2C,4,211*[may fluoresce violet],?,58[may fluoresce violet],74[may fluoresce violet],5,-21,?
COc1ccc(-n2cc(CN(C)CCO)c(-c3cccc(F)c3)n2)cc1,4,110,107,105,96,14,17,108
CC1(C)C(=O)Nc2ccccc2N1C(=O)COC(=O)Cc1c(F)cccc1Cl,2,92,89,89,96,28,-8,95
Cc1cccc(C)c1Nc1nnc(SC(C)C(=O)Nc2c(C)n(C)n(-c3ccccc3)c2=O)s1 (stereo not drawn),0,104,100,107,92,7,1,102
CCn1cc(CN2CCC(n3nccc3NC(=O)c3ccccc3OC)CC2)cn1,2,104,107,108,95,-1,12,98

# Bioassay records as filed in PubChem BioAssay.
